SMARCA2 activ = SMARCA2 function activation, primary screen; MG213 cells, MMTV-luciferase reporter, dexamethasone, overnight; activation, % at 9.1 µM; actives 1% (n = 370,000); AID 652017; in the data active = activation above about 7.8%;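 note: 0% = vehicle wells and 100% = reference activator wells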
PLC-beta3 inh = inhibitors of human phospholipase C beta3. inhibition, % at 12.2 µM. Purified PLC-beta3, fluorogenic substrate, fluorescence. Q01970. actives 0.18% (n = 370,000); in the data active = inhibition above about 11%;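 note: 0% = median of compound wells on plate and 100% = full blocker control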
Target sequence (Q01970 whole entry, looked up): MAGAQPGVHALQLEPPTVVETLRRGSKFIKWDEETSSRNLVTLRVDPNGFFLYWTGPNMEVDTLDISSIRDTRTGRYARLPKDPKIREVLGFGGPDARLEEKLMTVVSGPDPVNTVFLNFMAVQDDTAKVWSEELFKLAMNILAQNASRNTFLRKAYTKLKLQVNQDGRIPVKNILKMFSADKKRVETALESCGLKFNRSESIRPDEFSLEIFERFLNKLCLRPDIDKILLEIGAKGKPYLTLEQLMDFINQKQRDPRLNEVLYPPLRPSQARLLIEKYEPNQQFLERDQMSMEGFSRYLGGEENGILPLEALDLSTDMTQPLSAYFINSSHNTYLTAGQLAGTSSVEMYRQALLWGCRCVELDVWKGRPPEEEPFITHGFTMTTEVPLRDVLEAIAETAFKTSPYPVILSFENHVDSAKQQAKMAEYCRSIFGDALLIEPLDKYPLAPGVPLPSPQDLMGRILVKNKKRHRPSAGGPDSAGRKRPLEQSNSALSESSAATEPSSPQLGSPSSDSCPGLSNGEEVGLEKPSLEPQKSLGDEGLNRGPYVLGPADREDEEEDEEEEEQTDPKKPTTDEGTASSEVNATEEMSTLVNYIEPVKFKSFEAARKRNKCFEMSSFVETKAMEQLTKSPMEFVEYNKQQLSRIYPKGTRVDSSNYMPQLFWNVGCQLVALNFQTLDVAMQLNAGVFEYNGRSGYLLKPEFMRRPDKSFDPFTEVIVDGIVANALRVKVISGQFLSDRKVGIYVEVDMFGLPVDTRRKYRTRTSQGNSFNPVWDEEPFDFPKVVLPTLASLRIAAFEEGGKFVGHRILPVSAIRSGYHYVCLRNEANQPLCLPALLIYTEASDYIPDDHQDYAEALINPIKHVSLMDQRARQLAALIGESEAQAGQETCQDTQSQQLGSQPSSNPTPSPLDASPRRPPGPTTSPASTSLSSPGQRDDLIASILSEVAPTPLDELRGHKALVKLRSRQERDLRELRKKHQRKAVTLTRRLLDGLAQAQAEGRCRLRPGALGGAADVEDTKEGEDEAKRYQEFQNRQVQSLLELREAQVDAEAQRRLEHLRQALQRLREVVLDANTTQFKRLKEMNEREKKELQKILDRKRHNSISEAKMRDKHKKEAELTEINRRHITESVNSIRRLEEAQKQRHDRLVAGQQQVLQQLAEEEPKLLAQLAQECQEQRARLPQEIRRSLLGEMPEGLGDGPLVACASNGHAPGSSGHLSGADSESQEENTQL
DAX1 inh-1 = inhibits human nuclear receptor DAX1; P51843; HEK293 Gal4-DAX1 luciferase reporter, luminescence; inhibition, % at 6.75 µM; actives 0.99% (n = 340,000); AID 504766;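 active = inhibition above the mean over all tested compounds plus 3 SD, cut at about 4.2% in these data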;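 note: 0% = DAX1-transfected cells with DMSO and 100% = empty-vector control cells with DMSO; inhibition shows as a rise in luminescence from relieved DAX1 repression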
hcDAF12 agonist = H. contortus DAF-12 activation, primary screen | activation, % at 6.8 µM | actives 1.4% (n = 370,000) | HEK293 hcDAF-12 lit1-tk-luc reporter, luminescence; 0% DMSO, 100% Δ7-dafachronic acid;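 active = activation above the mean of all tested compounds plus 3 SD, cut at about 5.5% in these data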;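 note: 100% = response to 3 µM Δ7-dafachronic acid high control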
DAX1 inh-2 = DAX1 (NR0B1) inhibition, primary screen; HEK293T StAR-luciferase reporter, SF-1/DAX-1 repression relief; inhibition, % at 6.8 µM; actives 1.1% (n = 370,000); AID 652010;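 active = inhibition above the mean over all tested compounds plus 3 SD, cut at about 3.6% in these data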;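 note: 0% = DAX-1 cells with DMSO and 100% = cells lacking DAX-1 with DMSO; higher inhibition means more luminescence from relief of DAX-1 repression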
hgDAF-12 ag = agonists of H. glycines DAF-12 nuclear receptor. HEK293 GAL4-hgDAF12 UAS-luciferase reporter, agonist luminescence; normalized to butyrate control. activation, % at 6.8 µM. actives 1.8% (n = 370,000). AID 687014;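 active = activation above a cutoff set at the mean of all screened compounds plus 3 SD, cut at about 10% in these data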;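 note: 0% = DMSO wells and 100% = sodium butyrate wells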
NR1D1 modulator = modulators of human Rev-erb alpha DNA binding | P20393 | Rev-erbα–FITC-DNA binding, fluorescence polarization, 90 min | activity, % at 10 µM | actives 0.79% (n = 370,000) | AID 1259318;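 active = activity above about 14%, limit read from the data; passing the limit was not always enough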;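 note: 0% = DMSO wells with 35 nM protein and 100% = DMSO wells with 750 nM protein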
ssDAF12 agonist = activators of S. stercoralis DAF-12 nuclear receptor. HEK293 ssDAF-12/GRIP1 lit1-tk-luc reporter, luminescence; % of 3 µM dafachronic acid response. activation, % at 6.8 µM. actives 1% (n = 370,000);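 active = activation above the mean over all tested compounds plus 3 SD, cut at about 0.9% in these data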;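 note: 0% = DMSO-only wells and 100% = 3 µM delta7-dafachronic acid wells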
HGIII-sPLA2 inh = Inhibits HGIII-sPLA2 liposome hydrolysis, primary screen. QFRET BODIPY PC-A2 liposome hydrolysis, fluorescence. actives 0.56% (n = 370,000). Q9NZ20. inhibition, % at 12.2 µM;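 active = inhibition above mean plus 3 SD of compounds lying within the high and low control bounds, cut at about 19% in these data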;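 note: 0% = median of test compound wells and 100% = no enzyme DMSO wells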
GAA850 FXN act = frataxin GAA850 promoter activation | HEK293 lucGAA850 FXN promoter luciferase reporter, 24 h; percent of 10 µM SAHA response | activation, % at 6 µM | actives 0.56% (n = 360,000) | AID 540364;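 active = activation above the average of all compounds screened plus 3 SD, cutoff fixed separately per campaign, cut at about 7.5% in these data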;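 note: 0% = DMSO wells and 100% = 10 µM SAHA wells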
PG9 binder = small molecules binding HIV-1 gp120 antibody PG9 | TR-FRET gp120-PG9 antibody binding | inhibition, % at 6.7 µM | actives 0.43% (n = 360,000); in the data active = inhibition above about 8.5%
An asterisk follows results filed as active; · = no result given.

SMILES | SMARCA2 activ | PLC-beta3 inh | DAX1 inh-1 | hcDAF12 agonist | DAX1 inh-2 | hgDAF-12 ag | NR1D1 modulator | ssDAF12 agonist | HGIII-sPLA2 inh | GAA850 FXN act | PG9 binder
COc1ccccc1NC(=O)CSc1nc2nccnc2c(=O)n1Cc1cccs1 | -1.7 | -16.1 | -0.5 | -1.9 | 0.3 | -0.7 | -3.6 | -0.8 | 7.1 | -1.8 | 0.7
Cc1cc(C)nc(SCc2nnc(SCC(=O)Nc3nccs3)n2Cc2ccco2)n1 | 3.0 | -2.8 | 0.5 | -1.2 | -0.3 | -2.2 | 0.3 | -1.1 | -0.2 | -0.4 | 2.7
CC(=O)N1CCc2cc(S(=O)(=O)NCCN3CCC(C)CC3)ccc21 | -3.3 | -4.2 | -0.7 | 0.8 | -0.3 | -3.7 | -3.9 | -1.0 | 5.0 | -0.1 | 1.8
S=C(c1ccccc1)N1CCN(c2ccccc2)CC1 | 0.7 | 0.5 | -0.1 | -1.4 | -2.3 | -1.9 | 1.4 | -1.5 | 2.8 | 1.2 | -1.6
O=C1Nc2ccccc2-n2nnnc2C1N1CCN(C(=O)c2ccco2)CC1 (stereo not drawn) | -2.5 | -3.7 | · | -0.9 | -0.4 | 2.0 | -4.5 | -0.5 | 2.4 | · | -0.6
Cc1ccc(N(CC(=O)NCc2ccccc2)C(=O)CCC(=O)Nc2ccccn2)cc1 | -1.7 | -6.1 | 0.5 | -0.1 | 0.1 | 1.9 | -3.0 | -1.3 | -4.4 | 2.8 | -0.8
Cc1ccccc1-c1ccc(C(=O)Nc2cccc(F)c2)o1 | 4.9 | -17.3 | 1.9 | 7.3* | 0.4 | 8.4 | -7.1 | -0.1 | -11.8 | 7.7* | 1.3
CC(C)c1nc(SCC(=O)Nc2ccc(C(=O)O)cc2)c2c3c(sc2n1)CCCC3 | -1.5 | -5.0 | 4.0 | -1.5 | 0.0 | -1.2 | -3.3 | -1.2 | -0.9 | 0.4 | -1.2
Cc1cc(OCCN2CC(C)OC(C)C2)ccc1[N+](=O)[O-] (stereo not drawn) | -2.0 | 9.4 | 0.0 | -0.7 | -0.2 | 2.2 | 2.1 | -1.2 | 4.2 | 2.5 | -4.0
Nc1cc(=O)nc2cn[nH]n12 | -4.4 | -1.8 | -0.1 | -0.5 | 0.5 | -3.6 | -0.1 | -0.6 | 8.2 | 1.2 | 0.6
O=C(CNC(=O)COc1ccccc1)NCc1ccccc1F | -0.9 | 1.4 | 1.8 | 0.5 | 0.1 | 0.4 | 0.5 | -0.5 | -1.2 | 2.7 | -1.2
COC(=O)C[C@@H]1C=C[C@@H](NC(=O)c2cccnc2)[C@@H](CO)O1 | -4.5 | 0.1 | · | 0.1 | 1.7 | 1.9 | 4.0 | -0.3 | 11.1 | · | 1.0

Taken from above:
CC(=O)N1CCc2cc(S(=O)(=O)NCCN3CCC(C)CC3)ccc21 in GAA850 FXN act reads -0.1
S=C(c1ccccc1)N1CCN(c2ccccc2)CC1 in HGIII-sPLA2 inh reads 2.8

(more compounds)
SMILES | SMARCA2 activ | PLC-beta3 inh | DAX1 inh-1 | hcDAF12 agonist | DAX1 inh-2 | hgDAF-12 ag | NR1D1 modulator | ssDAF12 agonist | HGIII-sPLA2 inh | GAA850 FXN act | PG9 binder
COc1ccc(S(=O)(=O)N(C)CC(=O)N2CCN(C)CC2)cc1C | -1.5 | -0.3 | -0.2 | 1.4 | 0.3 | -0.1 | 2.3 | -1.2 | -1.1 | -0.7 | 2.1
Cc1ccc(N/C(CSC(N)=O)=N\S(=O)(=O)c2ccc(C)cc2)cc1 | -5.4 | -13.3 | 0.3 | -0.3 | -0.4 | 2.8 | 0.2 | -0.8 | 1.1 | -0.9 | 0.6
Cn1c(CNC(=O)c2ccco2)nnc1SCC(=O)N1c2ccccc2Sc2ccccc21 | -1.0 | -0.2 | -0.9 | -0.4 | 0.6 | -0.4 | -0.2 | -0.8 | -3.0 | 1.1 | 0.4
COc1ccc(N2C(=O)NC(NS(=O)(=O)c3ccc(NC(C)=O)cc3)(C(F)(F)F)C2=O)cc1 (stereo not drawn) | -2.2 | -31.2 | -0.4 | 0.1 | 1.0 | 0.2 | -3.3 | -1.1 | 2.8 | -0.8 | -2.5
CC1(C)CC(C(=O)Nc2ccccc2)C(=O)O1 (stereo not drawn) | -4.8 | 1.5 | 0.2 | -1.4 | -0.3 | 0.4 | -1.2 | -1.8 | -12.1 | -1.2 | -0.2
COC(=O)c1ccc(Sc2ccccc2NS(=O)(=O)c2ccc(OC)cc2)nc1 | -2.4 | -3.7 | 0.1 | 2.0 | 0.1 | 1.2 | 0.5 | 0.3 | 8.9 | -1.6 | -1.9
CN(C)c1nc(N)nc(CSc2nnnn2-c2ccc(F)cc2)n1 | -2.2 | -1.5 | 0.3 | -1.9 | -0.7 | 1.0 | -10.8 | -1.5 | -1.3 | -0.9 | 0.6
COc1ccc(OCC(O)CNC(=O)c2ccccc2C(=O)O)cc1 (stereo not drawn) | -3.0 | -1.3 | 1.6 | -0.1 | 0.0 | -2.0 | -1.8 | -0.9 | 3.6 | -0.3 | 1.0
CC(C)(C)P(=O)(CO)c1ccccc1 (stereo not drawn) | -3.7 | 2.5 | -0.7 | 0.5 | 0.5 | 2.1 | 4.7 | -1.2 | -1.1 | -3.6 | 0.3
CCOC(=O)CCSc1nnc(-c2cccnc2)n1-c1ccccc1OC | -1.4 | -0.6 | 2.0 | -1.0 | -0.1 | -1.7 | -1.1 | -1.1 | -1.2 | 0.3 | -3.3
Cc1occc1C(=O)Nc1cc(=O)n(C)c(=O)n1C | -1.8 | -4.0 | -0.6 | 2.9 | 1.0 | 3.2 | 0.1 | 0.4 | 0.9 | 0.9 | -0.4
COc1ccc(N(C)C(=O)CC2(CC(=O)O)CCCCC2)cc1 | 1.1 | -1.9 | 0.0 | -0.2 | -0.5 | 0.8 | 1.1 | -1.4 | -1.2 | -2.3 | -0.4
CCOc1cc(C(=O)CCC(=O)OCC(=O)Nc2ccc(C)c(S(=O)(=O)N(C)C)c2)ccc1O | -0.8 | -10.6 | 0.3 | 1.0 | 1.4 | 1.5 | 0.0 | -1.5 | -52.0 | -0.5 | 0.1
COCCNc1oc(-c2ccccc2Cl)nc1S(=O)(=O)c1ccc(C)cc1 | 0.9 | -9.1 | -2.2 | -0.4 | 0.8 | 0.6 | -3.6 | -1.0 | -0.9 | 1.6 | -1.7
CCN1C(=O)C(CC(=O)Nc2ccc(OC)cc2)N(CCN2CCOCC2)C1=S (stereo not drawn) | -1.5 | -8.7 | 0.7 | 0.7 | 0.0 | -1.9 | -1.4 | -1.1 | -23.0 | -2.6 | -1.2
N#Cc1cc2c(nc1SCC(=O)Nc1sc3c(c1C#N)CCC3)CCCCC2 | 0.6 | -15.8 | 0.5 | -0.4 | -1.0 | 1.7 | 16.8 | -0.8 | 4.4 | -2.3 | -1.7
O=C(Nc1cccc2ccccc12)c1csc(COCCO)n1 | -5.4 | 0.8 | · | -1.6 | 0.9 | 0.8 | 1.5 | -0.6 | 12.0 | 1.1 | 0.2
CC(=O)N/C(=C\c1ccc(Cl)cc1)C(=O)O | -2.9 | -7.5 | · | -0.1 | 0.3 | -2.4 | -3.3 | -0.9 | -1.0 | 1.2 | -3.1
COc1ccc(CNC(=O)Cn2cc([N+](=O)[O-])cn2)cc1 | -2.0 | 5.0 | -1.0 | 0.1 | -0.4 | -1.7 | 3.8 | -1.0 | -5.4 | 2.1 | -1.8
CC(C)CCC(=O)N1CCC(N2CCC(C(=O)NCc3ccccn3)CC2)CC1 | -2.9 | -13.0 | -0.6 | 0.7 | 0.2 | -0.3 | -3.1 | -0.4 | 0.8 | 2.9 | -0.7
COc1cc2[nH]c(=S)nc(NCc3cccnc3)c2cc1OC | 0.3 | -1.3 | 0.1 | -1.4 | 0.0 | -0.7 | -10.2 | -1.8 | 4.3 | 0.0 | 1.7
COc1nccnc1NS(=O)(=O)c1ccc(NC(=O)c2cccc(C)c2)cc1 | -2.3 | 0.3 | 2.5 | -1.6 | -0.1 | -0.8 | 3.6 | -1.0 | -7.3 | 3.0 | -0.5
O=C(CC(=O)c1ccccc1)Nc1ccc([N+](=O)[O-])cc1 | -0.3 | 2.3 | 3.9 | 2.6 | 0.9 | 3.3 | 1.4 | -0.5 | -9.7 | -0.1 | -0.1
O=C(Cc1cccs1)N1CCN(S(=O)(=O)c2ccc(Br)cc2)CC1 | -3.2 | -0.5 | -1.1 | 1.9 | -0.3 | -0.5 | -0.5 | -0.8 | -3.5 | 2.3 | 1.8
CCCCC1(Cc2ccc(OC)c([N+](=O)[O-])c2)C(=O)N(c2ccccc2)N(c2ccccc2)C1=O | -6.4 | -4.9 | -0.2 | -0.9 | 0.1 | 2.5 | 2.6 | -0.7 | 7.5 | 3.1 | 0.9
CCCCCCNS(=O)(=O)c1ccccc1Br | -0.1 | 1.1 | 1.4 | -1.7 | -0.2 | -1.9 | -0.6 | -1.2 | 2.1 | -1.0 | -1.5
Cc1noc(C)c1C(=O)N1CCc2ccccc21 | 6.5 | -2.0 | 1.7 | 0.7 | 0.5 | 1.3 | 2.0 | -1.1 | 2.8 | -0.7 | -1.7
C=CCN1[C@H](C)COc2cccc(N3CCCC3)c2S1(=O)=O | 0.8 | -2.5 | · | 1.1 | -1.0 | -0.7 | -2.2 | -0.9 | 8.2 | · | ·
Cc1ccc(C)c(OCC(=O)Nc2nc3ccc([N+](=O)[O-])cc3s2)c1 | -2.3 | 2.8 | 0.4 | 2.5 | -0.1 | -1.8 | -0.6 | -1.2 | -1.6 | 0.9 | -0.5
COc1ccccc1NC(=O)Cn1nnc(C(=O)NCc2cccs2)c1N | -1.2 | -6.3 | 1.1 | -0.5 | 2.6 | 1.2 | -3.5 | -0.6 | -1.6 | -0.8 | -1.0
O=C(CSc1nnc(CN2CCOCC2)n1-c1ccc(Cl)cc1)N1CCc2ccccc21 | 0.8 | 1.0 | 0.3 | 1.2 | -0.5 | 0.1 | 8.4 | -0.3 | -5.7 | 0.6 | -1.1
COC(=O)c1cc(S(=O)(=O)Nc2cc(OC)cc(OC)c2)c[nH]1 | -3.0 | -9.6 | 0.7 | -1.1 | -1.6 | -0.5 | 0.9 | -1.1 | 4.2 | -2.4 | 1.3
C=CCn1c(SCC(C)=O)nnc1-c1cc(-c2ccccc2)sc1N | -1.7 | -13.9 | -1.2 | -1.4 | -0.3 | 3.2 | -2.3 | -1.5 | 0.9 | 2.0 | -1.0
CCc1ccc2oc(=O)cc(CN3CCCCC3)c2c1 | -2.1 | -8.6 | 1.0 | -1.4 | -0.2 | 0.7 | -0.9 | -0.7 | 4.0 | 4.3 | 2.3
COC(=O)CC(=O)CC(NS(=O)(=O)c1ccc(C)cc1)c1ccccc1 (stereo not drawn) | 1.7 | 2.4 | · | -1.5 | 0.0 | 1.0 | -3.8 | -1.2 | -69.1 | · | 1.5
COc1cc2c(cc1OC)CN(C(=O)c1ccco1)CC2 | -3.0 | -9.3 | -0.8 | 0.3 | -0.4 | -1.3 | -5.0 | -2.3 | 2.6 | 3.9 | 2.9
